From PubChem BioAssay
Pf growth 96h: P. falciparum growth inhibition at 96 hour, primary screen for plastid delayed-death inhibitors | P. falciparum luciferase reporter growth, 96 h | Potency, µM (top dose mostly 28.7 µM), inactives show at the top dose activity change, negative = inhibition, most hits filed as inhibitors | 6.9% of 320,000 active | AID 504834
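P. falciparum expressing integrated firefly luciferase, in erythrocytes at 2% hematocrit, 0.05% parasitemia, incubated with compounds 96 h at 37 C, 5% CO2. Growth inhibition read as loss of luminescence; two-generation exposure targets delayed-death apicoplast inhibitors.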
HCV inh: inhibitors of hepatitis C virus infection. Huh7.5.1 HCVcc-Cre infection, luciferase reporter, 44 h. Potency, µM (series often up to 41.8 µM), inactives show top-dose activity change, negative = inhibition, usual class: inhibitors. 3.4% of 340,000 active. AID 651820
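Cells (1,000/well) were plated 4 h before compound, then infected with HCVcc-Cre virus (~0.5 moi). After 44 h further culture, infection was read as luciferase luminescence following a 15 min substrate incubation at room temperature.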
TbPYK inhibitor: inhibitors of Trypanosoma brucei pyruvate kinase; Q57TT1; TbPYK enzyme, Kinase-Glo Plus ATP luminescence, 45 min; Potency, µM (titrated, usually from 76.8 µM), inactives show at the top dose activity, negative = inhibition, usual class: inhibitors; 0.12% of 410,000 active; AID 624173; also: nearly all actives have a fitted effect of over 50% in size
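T. brucei PYK with substrate was exposed to pin-transferred compounds across a concentration series, then started with 130 uM ADP (final). After 45 min at room temperature, Kinase-Glo Plus luminescence was read, normalized and curve-fitted.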
Sm TGR inh: inhibitors of Schistosoma mansoni thioredoxin glutathione reductase; purified TGR, DTNB reduction, TNB absorbance 405 nm; 3% of 360,000 active; Potency, µM (top dose mostly 114 µM), inactives show top-dose activity change, negative = inhibition, most hits filed as inhibitors; Q962Y6; also: nearly all actives have a fitted effect of over 60% in size
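TGR 20 nM + NADPH 100 uM (dispensed conc.), cpd preinc 15 min RT; start with NADPH (500 uM addition) then DTNB (15 mM addition). Kinetic TNB absorbance, 405 nm filter. Four-parameter Hill fit across titration.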
LmPK inhibitor: blocks Leishmania mexicana pyruvate kinase activity; Q27686; purified LmPK, Kinase-Glo ATP luminescence, 1 h; Potency, µM (series often up to 57.5 µM), for the others: at the top dose activity change, negative = inhibition, hits mostly inhibitors; 0.37% of 290,000 active
Target sequence (Q27686 whole entry, looked up): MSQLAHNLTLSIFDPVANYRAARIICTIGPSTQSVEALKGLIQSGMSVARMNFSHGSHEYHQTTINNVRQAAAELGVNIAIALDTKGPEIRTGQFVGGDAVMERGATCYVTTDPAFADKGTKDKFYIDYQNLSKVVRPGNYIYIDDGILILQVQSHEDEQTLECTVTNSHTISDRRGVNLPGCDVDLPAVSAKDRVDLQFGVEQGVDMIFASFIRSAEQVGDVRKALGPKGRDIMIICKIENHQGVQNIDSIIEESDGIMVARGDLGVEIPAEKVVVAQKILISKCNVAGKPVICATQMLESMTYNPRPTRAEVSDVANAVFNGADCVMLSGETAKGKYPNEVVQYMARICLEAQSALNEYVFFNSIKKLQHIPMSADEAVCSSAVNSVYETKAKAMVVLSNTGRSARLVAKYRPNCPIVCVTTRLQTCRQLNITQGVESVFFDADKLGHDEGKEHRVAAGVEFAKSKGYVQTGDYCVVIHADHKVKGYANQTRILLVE
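Purified LmPK (0.1 nM) with 0.5 mM PEP and 0.1 mM ADP in imidazole buffer pH 7.2 with MgCl2/KCl, 1 h at room temperature. ATP formed was read by luciferase luminescence and normalized to no-enzyme and uninhibited controls.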
Pf growth 48h: P. falciparum growth inhibition at 48 hours (one generation); P. falciparum luciferase growth in erythrocytes, 48 h; Potency, µM (series often up to 28.7 µM), for the others: at the top dose activity change, negative = inhibition, actives largely listed as inhibitors; 5.9% of 310,000 active; AID 504832
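Firefly luciferase activity from engineered P. falciparum reports growth; inhibitors lower the luminescent signal. Cultures contained 2% hematocrit erythrocytes at 0.1% final parasitemia.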
An asterisk follows results filed as active; ? = inconclusive; . = no result given; & = joins results of further samples; [ ] = remark or other dose. Calls follow the shape of the dose curve; as a rule, active = well fitted curve in the direction sought with a large enough effect; inconclusive = small, poorly fitted or top-dose-only effect, or another doubt; inactive = no such curve, though single readings can be large; an effect the other way counts as inactive or inconclusive. % is scaled to controls: 0 for no effect and ±100 for the full control effect; potency is read from the fitted curve at half-maximal effect.

Below each compound: Pf growth 96h	HCV inh	TbPYK inhibitor	Sm TGR inh	LmPK inhibitor	Pf growth 48h
N#C/C(=C\c1c(N2CCCCCC2)nc2ccccn2c1=O)C(N)=O
 : -19%	6%	6%	3%	5%	-2%
CC(C)c1onc(C(=O)N2CCCCCC2)c1[N+](=O)[O-]
 : ?	10%	-24%	0%	0%	?
O=C(NNS(=O)(=O)Cc1ccccc1)c1ccc([N+](=O)[O-])cc1
 : 5%	2%	-2%	2%	4%	-5%
COc1ccc(-c2csc(Cc3nnc4n3CCCCC4)n2)cc1
 : .	-19%	2%	3%	1%	-13%
CCc1nnc(NC(=O)Cc2cccs2)s1
 : -22%	12%	-1%	10%	-8%	12%
CN(CC(=O)Nc1ccccc1C(F)(F)F)C(=O)Cc1ccccc1F
 : 4%	28%	10%	10%	-5%	?
COc1ccccc1N=Nc1c(C)[nH]n(-c2ccccc2)c1=O
 : 43%[activator]	9%	6%	13%	3%	19%
C(=N\Nc1cc(N2CCCCC2)ncn1)/c1ccco1
 : -8%	-2%	1%	0%	-5%	41%[activator]
O=C(c1ccc(Cl)c(S(=O)(=O)N2CCCCCC2)c1)N1CCN(c2ccccn2)CC1
 : ?	7.1µM*	0%	-13%	7%	.
Cc1ccc(NC(=O)C2(C)Cc3ccccc3C(=O)O2)cc1 (stereo unspecified)
 : 24%	-24%	7%	.	7%	2%
Cc1ccccc1Nc1nc(N)nc(COC(=O)c2ccccc2)n1
 : 471%[activator]	-16%	1%	-1%	-2%	191%[activator]
O=C(c1cc2nc(-c3ccc(Cl)cc3)cc(C(F)(F)F)n2n1)N1CCOCC1
 : 10µM*	-12%	1%	-1%	4%	4%
O=C1OCCC1Sc1nnc(-c2ccc3c(c2)OCO3)o1 (stereo unspecified)
 : 65%[activator]	5%	-1%	-11%	-18%	76%[activator]
O=C(O)CCC(=O)NN1C(=O)c2ccccc2NC1c1ccco1 (stereo unspecified)
 : 14%	20%	6%	-2%	-4%	33%[activator]
CCN1CCN(CCNC(=O)c2cn(C(C)c3ccccc3F)nn2)CC1 (stereo unspecified)
 : 16%	-12%	6%	-1%	-8%	8%
O=c1oc(-c2ccccc2)nc2sc3c(c12)CCC3
 : 20%	6%	2%	-6%	-26%	5%
CC(=O)NCCc1cnc[nH]1
 : 28%	12%	5%	-18%	-12%	35%[activator]
CC(C(=O)Nc1ccc(S(=O)(=O)N2CCCC2)cc1)N1CCN(C(=O)c2ccco2)CC1 (stereo unspecified)
 : ?	7%	.	-15%	2%	.
O=C1NC(=S)NC(=O)C12C(c1ccccc1)NC(=S)NC2c1ccccc1 (stereo unspecified)
 : -10%	18%	-26%	?	-1%	4%
COc1ccc(/C=C/c2n[nH]c(=O)c(C#N)c2C)cc1
 : 9%	-24%	-3%	-13%	0%	?
COc1ccc(NC(=O)CN(C)S(=O)(=O)c2ccccc2)cc1
 : 1%	1%	1%	-1%	-1%	.
OCc1cn(-c2ccccc2)nc1-c1ccco1
 : 77%[activator]	-11%	4%	-14%	-28%	.
CC(C)(C)NC(=O)C(c1ccncc1)N(C(=O)Cn1nnc(-c2cccs2)n1)C1CCCCC1 (stereo unspecified)
 : 32%	19%	5%	-20%	1%	9.3µM*
CCC(Sc1nc2ccccc2s1)C(=O)Nc1cc(C)on1 (stereo unspecified)
 : ?	-22%	-8%	7%	3%	?
Cc1ccc(/C=N/Nc2ncc(Cl)cc2Cl)s1
 : ?	?	1%	-1%	-8%	.
O=C1CN(C(=O)COC(=O)CCSc2ccccc2Cl)c2ccccc2N1
 : 2%	22%	14%	-1%	9%	.
COc1cccc(/C=C2/SC(=S)N(CC(=O)NC3C=CS(=O)(=O)C3)C2=O)c1 (stereo unspecified)
 : 37%[activator]	-15%	-9%	9%	-10%	19%
O=C(c1ccc(N2CCN(C(=O)c3ccc(F)c(F)c3)CC2)cc1)c1cccc(F)c1
 : ?	?	11%	?	-10%	-20%
COc1ccc(CCNC(=O)CC(NC(=O)c2ccccc2Cl)c2ccccc2)cc1 (stereo unspecified)
 : -14%	-2%	5%	7%	0%	3%
CCCCn1nc2cc(C(=O)NCCc3cccs3)ccc2c1OCC
 : ?	?	2%	-5%	7%	?
COc1ccc2c(c1)CCc1c(C(=O)N3CCc4ccccc4C3)noc1-2
 : 46%[activator]	-10%	0%	1%	2%	9%
CN(C(=O)COC(=O)c1cn(-c2ccccc2)nc1-c1ccccc1)C1CCS(=O)(=O)C1 (stereo unspecified)
 : -9%	3%	2%	-4%	-6%	10%
CC(C)CN(C(=O)CCc1ccccc1)c1c(N)n(CC(C)C)c(=O)[nH]c1=O
 : 21%	0%	1%	-2%	1%	15%
S=c1[nH]nc(Cc2n[nH]c(=S)n2-c2ccccc2)n1-c1ccccc1
 : 8%	15%	?	0%	-1%	4%
CC(NC(=S)Nc1ccc(Cl)cc1Cl)C(c1cccs1)N1CCCC1 (stereo unspecified)
 : 12µM*	1%	-5%	-1%	3%	?
N#CC(C#N)=C(Nc1ccc(F)cc1)SCc1cccc(Br)c1
 : ?	5µM*	-9%	-14%	5%	?
O=C(O)c1cc([N+](=O)[O-])c(NCCC2=CCCCC2)c([N+](=O)[O-])c1
 : -101%	3%	3%	-4%	2%	-13%
O=C(CCCN1C(=O)/C(=C/c2cccs2)SC1=S)NNC(=O)c1cccnc1
 : 15µM*	-9%	0%	0%	-1%	?
C#CCOCCOCCOCCNc1nc(N2CCN(C(=O)Cn3cc(CCCN=C(N)N)nn3)CC2)nc(N2CCN(C(=O)[C@H]([C@@H](C)CC)n3cc(CCCCN)nn3)CC2)n1
 : ?	20%	4%	6%	.	?
CC(C)CN(CCNC(=O)CN1C(=O)CSc2ccc(S(=O)(=O)N3CCOCC3)cc21)CC(C)C
 : ?	2%	0%&1%	0%&-2%	16%	-12%
O=C(O)COc1c(-c2ccco2)oc2ccccc2c1=O
 : 0%	12%	7%	-30%	4%	28%
COC(=O)C1=C(c2ccc(OCc3ccccc3)cc2)C[C@@H]2CC[C@H]1N2C(=O)NCc1ccccc1
 : ?	10µM*	0%	2%	.	7.4µM*
Cc1cccc(/C(N)=N/OC(=O)CCC2CCCCC2)c1
 : ?	8%	-8%	-12%	-26%	16%
CC(Sc1ccc(Cl)cc1)C(=O)NCC1CCCO1 (stereo unspecified)
 : 7%	9%	-9%	2%	-6%	.
COc1ccc(N2C(=O)CCC(C(=O)N3CCN(c4ccccn4)CC3)C2c2ccc(F)cc2)cc1 (stereo unspecified)
 : -13%	1%	4%	-1%	-1%	-15%
O=C(Nc1cccnc1)c1ccc(CSc2ccccc2)cc1
 : 67%	-10%	2%	-11%	-12%	67%[activator]
CCOC(=O)N1CCN(C(=O)c2cnn3c(C)c(Cc4ccc(C)cc4)c(C)nc23)CC1
 : .	-13%	1%	0%	4%	?
CCCNC(=O)CSc1nc(-c2cccs2)cc(C(F)(F)F)n1
 : 8.3µM*	4µM*	-3%	-5%	4%	-18%
CCn1c(O)c2ccc(C(=O)N=NC(=O)c3cccnc3)cc2c1O
 : ?	3%	-6%	100µM*	-2%	5%
Cc1c(C(=O)Nc2cccc([N+](=O)[O-])c2)cnn1-c1ccccc1
 : 179%[activator]	?	-15%	2%	1%	50%[activator]
O=C(O)Cn1nnc(COc2ccccc2)n1
 : 38%[activator]	2%	2%	64%[activator]	5%	45%[activator]
O=c1oc(-c2ccccc2F)nc2c1cnn2-c1ccccc1
 : .	2%	7%	-11%	-4%	10%
COc1ccccc1NC(=O)c1cc[n+]([O-])cc1
 : ?	23%	-1%	0%	10%	5%
COc1ccc(-c2cc(=O)[nH]c(=S)[nH]2)cc1
 : ?	20%	-16%	.	2%	1%
Fc1cccc(CN2CCN(c3ccc(Cl)cc3)CC2)c1
 : -5%	-19%	4%	11%	-4%	8%
CCOC(=O)c1cccc(NC(=O)/C(=C\c2ccccc2)NC(=O)c2ccccc2Cl)c1
 : ?	-16%	-2%	-15%	1%	6%
CCCCn1nc(C(=O)N2CCc3ccccc32)c2ccccc2c1=O
 : .	?	-8%	3%	3%	?
CCCN1C2CCCC1CC(NC(=S)Nc1cccc(C)c1)C2 (stereo unspecified)
 : 10%	5%	4%	0%	0%	?
CCOC(=O)c1nn(-c2ccc(F)cc2)c2nc(Nc3ccccc3)cc(=O)n12
 : 1%	15%	3%	-1%	5%	11%
CCc1nc2ccc(C(=O)N3CCN(c4cccc(C)c4C)CC3)cc2nc1CC
 : ?	?	17%&0%	-3%&-6%	2%	-9%

The list goes on.
Below each compound: Pf growth 96h	HCV inh	TbPYK inhibitor	Sm TGR inh	LmPK inhibitor	Pf growth 48h
COc1cccc(CN2CCN(C(=O)c3cccc4ccccc34)CC2)c1OC
 : ?	0%&-12%	19%	-18%	-4%	?
O=C(CC1N=C2c3ccccc3N=C(SCc3ccccc3Cl)N2C1=O)NCc1ccco1 (stereo unspecified)
 : 75%[activator]	?	-3%	?	0%	4.7µM*
CC(C)Oc1ccc(OCCSc2nc3ccccc3n2CC(=O)O)cc1
 : -10%	19%	0%	-28%	2%	-23%
CC(=NCC1CCNCC1)C1=C(O)CC(C)(C)CC1=O
 : ?	1%	-7%	-25%	-2%	46%[activator]
CCOc1ccccc1NC(=O)COC(=O)Cc1cccs1
 : -28%	-15%	-9%	0%	1%	2%
CN1CCN(c2ccc(S(=O)(=O)N3CCCCC3)cc2NC(=O)COc2ccc(F)cc2)CC1
 : ?	?	-8%	9%	.	?
Cc1nc(N2CCN(c3ccccn3)CC2)c2c(C)c(C(=O)Nc3ccc(F)c(Cl)c3)sc2n1
 : ?	?	1%	-13%	5%	?
CCOC(=O)C1=C(C)N(CCO)C(=O)NC1c1cccc(O)c1 (stereo unspecified)
 : 1%	11%	8%	0%	1%	87%[activator]
Cc1onc(-c2ccccc2)c1C(=O)NC(C)CCc1ccccc1 (stereo unspecified)
 : 26%	6%	0%	4%	-5%	4%
Cc1cccnc1NC(=S)NCCc1ccccc1
 : -3%	-23%	-27%	?	-5%	4%
CCC(Sc1nc2sc(C(=O)OC)c(C)c2c(=O)n1N)C(=O)N(CC)CC (stereo unspecified)
 : 11%	-14%	-3%	0%	5%	.
COc1ccc(NC(=O)CN(C)CCOc2ccc(Cl)cc2)cc1OC
 : 1%	?	16%	3%	-1%	.
O=C1C=C2C=CC3C[C@@]2(O1)C1CCCCN31 (stereo partly specified)
 : 2.7µM*	.	4%	.	.	12µM*
COCc1nn2c(N)c(C#N)cnc2c1-c1ccccc1
 : .	?	11%	-1%	6%	13%

Random draw from the library. Share with any hit: about 16%.
